MEX-5 binding = C. elegans MEX-5 TCR-2 RNA binding activity | activity score (negative = inhibition of binding), % at 10 µM | MEX-5/FITC-TCR2 RNA binding, fluorescence polarization; hits give low values | AID 1832 | 300,000 compounds, 0.38% hits | Q9XUB2;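 active = inhibition past about -25% in most replicates, and total fluorescence under double the plate's negative control median, limit read from the data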;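 note: 0% = DMSO and -100% = 5 µM competing unlabeled TCR2 RNA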
pPAFAH FP inh = pPAFAH (human) enzyme inhibition | recombinant pPAFAH, FP-rhodamine probe fluorescence polarization | inhibition, % at 3.39 µM | 330,000 compounds, 1.5% hits | AID 463082;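 active = inhibition above the mean inhibition across the screen plus 3 SD, cut at about 25% in these data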;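 note: inhibitors block binding of the rhodamine activity-based probe so polarization drops; 0% = enzyme with DMSO and 100% = wells lacking pPAFAH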
Target sequence (Q13093 whole entry, looked up): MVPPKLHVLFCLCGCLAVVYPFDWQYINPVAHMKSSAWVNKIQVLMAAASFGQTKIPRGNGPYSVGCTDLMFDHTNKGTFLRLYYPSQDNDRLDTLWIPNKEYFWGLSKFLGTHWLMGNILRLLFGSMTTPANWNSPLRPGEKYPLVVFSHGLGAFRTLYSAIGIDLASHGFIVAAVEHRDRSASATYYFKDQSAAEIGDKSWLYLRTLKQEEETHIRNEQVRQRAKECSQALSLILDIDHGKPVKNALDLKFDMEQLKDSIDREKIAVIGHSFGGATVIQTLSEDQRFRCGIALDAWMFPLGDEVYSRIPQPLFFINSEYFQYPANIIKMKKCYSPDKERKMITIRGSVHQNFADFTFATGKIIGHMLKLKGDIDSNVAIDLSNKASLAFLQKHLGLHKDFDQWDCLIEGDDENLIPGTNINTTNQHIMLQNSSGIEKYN
BCLXL inh = inhibitors of human Bcl-xL; GST-Bcl-xL / FITC-Bim BH3 peptide fluorescence polarization; Q07817; inhibition, % at 10.9 µM; AID 2129; 320,000 compounds, 0.7% hits;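 active = inhibition above the mean of all tested compounds plus 3 SD, cutoff set per campaign, cut at about 30% in these data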;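 note: 0% = DMSO wells and 100% = unlabeled Bim-BH3 peptide competitor; inhibitors lower millipolarization by displacing the labeled peptide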
GLD-1 RNA inh = GLD-1-TGE RNA interaction inhibition (C. elegans); Q17339; purified GLD-1 + fluorescein TGE RNA, fluorescence polarization; inhibition, % at 5.96 µM; 320,000 compounds, 0.44% hits;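 active = percent inhibition above a per-plate cutoff, the plate mean of test compounds plus 3 SD, cut at about 30% in these data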;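 note: 0% = DMSO wells with GLD-1 and probe and 100% = wells lacking GLD-1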
Fam108B counter = blocks mouse Fam108B hydrolase in RBBP9 counter-screen; recombinant Fam108B, FP-Rh probe fluorescence polarization; 300,000 compounds, 0.33% hits; inhibition, % at 9.51 µM;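 active = inhibition above the screen mean inhibition plus 3 SD, computed separately per campaign, cut at about 18% in these data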;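 note: inhibitors lower polarization as less probe binds the enzyme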
AHR activator = activates the human aryl hydrocarbon receptor; AHR-responsive luciferase reporter cells, luminescence; activation, % at 5 µM; 320,000 compounds, 2.5% hits; AID 2796; in the data active = activation above about 47%;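 note: 0% = vehicle wells and 100% = reference agonist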
MCL1-BIM inh = disrupts human MCL1 binding to BIM-BH3 peptide | GST-MCL1 / FITC-Bim-BH3 fluorescence polarization | inhibition, % at 10.9 µM | 320,000 compounds, 0.68% hits | AID 2057;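 active = inhibition above the mean inhibition of all tested compounds plus 3 SD, set per campaign, cut at about 40% in these data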;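 note: 0% = DMSO wells and 100% = unlabeled Bim-BH3 peptide control; higher means more loss of mP so more displacement of Bim peptide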
PME-1 inh = blocks human protein phosphatase methylesterase 1. 320,000 compounds, 0.53% hits. Q9Y570. recombinant PME-1, FP-Rh probe fluorescence polarization. inhibition, % at 5.9 µM;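 active = inhibition above the campaign mean of all compounds plus 3 SD, cut at about 26% in these data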;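 note: competitive labeling of PME-1 active site by serine hydrolase directed probe; 0% = PME-1 with DMSO and 100% = wells lacking PME-1 enzyme; inhibitors block probe labeling so polarization falls and inhibition rises; many of its hits are not listed in these tables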
Target sequence (Q9Y570 whole entry, looked up): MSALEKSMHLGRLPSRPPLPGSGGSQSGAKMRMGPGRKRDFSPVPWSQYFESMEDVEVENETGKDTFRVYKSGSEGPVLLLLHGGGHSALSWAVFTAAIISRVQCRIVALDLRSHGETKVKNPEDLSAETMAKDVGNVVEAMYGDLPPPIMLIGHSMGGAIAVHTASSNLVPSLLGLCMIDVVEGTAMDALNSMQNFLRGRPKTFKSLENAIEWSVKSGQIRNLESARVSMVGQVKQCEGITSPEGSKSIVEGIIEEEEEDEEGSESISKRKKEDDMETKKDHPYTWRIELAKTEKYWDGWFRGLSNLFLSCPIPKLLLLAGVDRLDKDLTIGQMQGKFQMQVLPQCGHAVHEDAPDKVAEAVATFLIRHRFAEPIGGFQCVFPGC
PAFAH1B2 FP inh = inhibitors of human PAFAH1B2; inhibition, % at 3.39 µM; recombinant PAFAH1B2, FP-rhodamine activity probe, fluorescence polarization; AID 492953; P68402; 340,000 compounds, 1.2% hits;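 active = inhibition above the mean of all tested compounds plus 3 SD, cut at about 24% in these data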;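 note: 0% = enzyme with DMSO and 100% = wells lacking PAFAH1B2; many of its hits are not listed in these tables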
Target sequence (P68402 whole entry, looked up): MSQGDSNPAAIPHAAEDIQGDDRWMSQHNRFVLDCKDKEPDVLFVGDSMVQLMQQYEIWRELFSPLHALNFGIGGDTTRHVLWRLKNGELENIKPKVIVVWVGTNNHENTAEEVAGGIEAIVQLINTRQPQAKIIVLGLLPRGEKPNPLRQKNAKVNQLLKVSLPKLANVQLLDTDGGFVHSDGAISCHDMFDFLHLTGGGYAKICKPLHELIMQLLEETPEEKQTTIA
* = called active by the depositor. The list is partial. The share of hits here may be higher or lower than overall.

`Cc1c(/C=N/NC(=O)c2cc(Br)ccc2O)c(=O)n(C)c(=O)n1C` gave MEX-5 binding -3.0, pPAFAH FP inh 7, BCLXL inh 5, GLD-1 RNA inh 1, Fam108B counter 4, AHR activator 2, MCL1-BIM inh 13, PME-1 inh -1 and PAFAH1B2 FP inh 5.
For c1ccc2nc3[nH]cnc3nc2c1 the results were MEX-5 binding 7.1, pPAFAH FP inh 3, BCLXL inh 9, GLD-1 RNA inh 8, Fam108B counter 2, AHR activator 1, MCL1-BIM inh 7, PME-1 inh 4 and PAFAH1B2 FP inh 7.
`COC(=O)Cn1cnc2c1c(=O)n(C)c(=O)n2C` gave MEX-5 binding -0.2, pPAFAH FP inh 2, BCLXL inh 4, GLD-1 RNA inh 9, Fam108B counter -3, AHR activator -1, MCL1-BIM inh 6, PME-1 inh -12 and PAFAH1B2 FP inh -3.
`CCN1CCN(C(=O)c2ccc(CN(c3ccccc3)S(=O)(=O)c3ccccc3)cc2)CC1` gave MEX-5 binding 1.3, pPAFAH FP inh -5, BCLXL inh 6, GLD-1 RNA inh 8, Fam108B counter 4, AHR activator 12, MCL1-BIM inh 4, PME-1 inh -3 and PAFAH1B2 FP inh 4.
For COC(=O)C1=C(C(=O)c2ccccc2)C(c2ccc(OC)c(OC)c2)Nc2nnnn21 (stereo unspecified) the results were MEX-5 binding -0.6, pPAFAH FP inh 5, BCLXL inh -1, GLD-1 RNA inh 10, Fam108B counter -2, AHR activator 6, MCL1-BIM inh -1, PME-1 inh -6 and PAFAH1B2 FP inh 0.
CCOC(=O)c1c(NC(=O)CCC(=O)N2CCOCC2)sc2c1CC(C)(C)OC2 was read as MEX-5 binding 0.1, pPAFAH FP inh 4, BCLXL inh 0, GLD-1 RNA inh 0, Fam108B counter -5, AHR activator 0, MCL1-BIM inh -5, PME-1 inh 4 and PAFAH1B2 FP inh -2.
Cc1nn(-c2ccccc2)c(Cl)c1C1C(C#N)=C(N)OC2=C1C(=O)CCC2 (stereo unspecified) was read as MEX-5 binding 0.4, pPAFAH FP inh -3, BCLXL inh 7, GLD-1 RNA inh 5, Fam108B counter 0, AHR activator 9, MCL1-BIM inh 5, PME-1 inh -6 and PAFAH1B2 FP inh 1.
CCCCCO was read as pPAFAH FP inh -2, BCLXL inh 0, GLD-1 RNA inh 5, AHR activator -3, MCL1-BIM inh -3, PME-1 inh -2 and PAFAH1B2 FP inh 5.
For FC(F)(F)c1cccc(Oc2nc(-c3ccccc3)nnc2C(F)(F)F)c1 the results were MEX-5 binding 3.6, pPAFAH FP inh 0, BCLXL inh 2, GLD-1 RNA inh 4, Fam108B counter 0, AHR activator 0, MCL1-BIM inh -1, PME-1 inh -1 and PAFAH1B2 FP inh 7.
CS(=O)(=O)N(CC(=O)N1CCN(c2ccccc2F)CC1)C1CCCCC1 was read as MEX-5 binding 0.3, pPAFAH FP inh 4, BCLXL inh 5, GLD-1 RNA inh 1, Fam108B counter 2, AHR activator -1, MCL1-BIM inh -1, PME-1 inh 0 and PAFAH1B2 FP inh -2.
`O=C(Cc1ccccc1[N+](=O)[O-])NCc1ccc2c(c1)OCO2` gave MEX-5 binding -3.1, pPAFAH FP inh 1, BCLXL inh 3, GLD-1 RNA inh 2, Fam108B counter 1, AHR activator 36, MCL1-BIM inh 0, PME-1 inh 1 and PAFAH1B2 FP inh 3.
O=C(OCCCN=C1NS(=O)(=O)c2ccccc21)c1ccccc1 was read as MEX-5 binding -1.7, pPAFAH FP inh 3, BCLXL inh 1, GLD-1 RNA inh -2, Fam108B counter -2, AHR activator -5, MCL1-BIM inh 0, PME-1 inh 0 and PAFAH1B2 FP inh 6.
Screening Cc1ccc(CNC(=O)COC(=O)C2CCN(S(=O)(=O)c3cccs3)CC2)cc1 returned MEX-5 binding -0.9, pPAFAH FP inh 11, BCLXL inh -2, GLD-1 RNA inh 2, Fam108B counter 0, AHR activator -1, MCL1-BIM inh 8, PME-1 inh 2 and PAFAH1B2 FP inh 3.
CC1=C(C(=O)Nc2ccc(C)cc2)C(c2ccco2)NC(=O)N1 (stereo unspecified) was read as MEX-5 binding -2.2, pPAFAH FP inh -1, BCLXL inh 1, GLD-1 RNA inh 10, Fam108B counter -5, AHR activator 2, MCL1-BIM inh 4, PME-1 inh 6 and PAFAH1B2 FP inh 2.
COc1ccccc1NC(=O)NCc1ccco1 was read as MEX-5 binding 3.4, pPAFAH FP inh -2, BCLXL inh 4, GLD-1 RNA inh -7, Fam108B counter 1, AHR activator 4, MCL1-BIM inh 11, PME-1 inh 4 and PAFAH1B2 FP inh 3.
Screening COc1ccc(C(C)=O)cc1CC(=O)NC1CCCCCC1 returned MEX-5 binding 4.0, pPAFAH FP inh 3, BCLXL inh 1, GLD-1 RNA inh -6, Fam108B counter 0, AHR activator 5, MCL1-BIM inh -6, PME-1 inh 5 and PAFAH1B2 FP inh 3.
`CC1=C(C(=O)OCc2cc(C)on2)N2C(=O)[C@@H](NC(=O)OCc3cc(C)on3)[C@H]2SC1` gave pPAFAH FP inh 5, BCLXL inh 6, GLD-1 RNA inh 0, AHR activator 4, MCL1-BIM inh 13, PME-1 inh -1 and PAFAH1B2 FP inh 4.
`Cc1cc(C)c2oc(C(=O)Nc3ccc(S(=O)(=O)Nc4nccc(C)n4)cc3)cc(=O)c2c1` gave MEX-5 binding -1.1, pPAFAH FP inh 0, BCLXL inh 3, GLD-1 RNA inh -5, Fam108B counter -3, AHR activator -1, MCL1-BIM inh 5, PME-1 inh 1 and PAFAH1B2 FP inh 0.
Screening Cc1cc(/C=N/Nc2ccc([N+](=O)[O-])cn2)c(C)n1-c1cccc(C(=O)O)c1 returned MEX-5 binding -0.8, pPAFAH FP inh 66*, BCLXL inh -11, GLD-1 RNA inh -1, Fam108B counter 9, AHR activator 3, MCL1-BIM inh -3, PME-1 inh 4 and PAFAH1B2 FP inh -3.
For COc1cccc(CN(C)S(=O)(=O)c2cccs2)c1 the results were MEX-5 binding 2.3, pPAFAH FP inh 6, BCLXL inh -3, GLD-1 RNA inh -5, Fam108B counter -2, AHR activator 7, MCL1-BIM inh -17, PME-1 inh 5 and PAFAH1B2 FP inh 4.
For CNC(=O)c1ccsc1NC(=O)CCS(=O)(=O)c1ccc(F)cc1 the results were MEX-5 binding 0.8, pPAFAH FP inh 0, BCLXL inh -1, GLD-1 RNA inh 5, Fam108B counter -4, AHR activator 0, MCL1-BIM inh 3, PME-1 inh -7 and PAFAH1B2 FP inh 5.
Screening CCN(CC)S(=O)(=O)c1cccc(-c2nnc(SCc3nc4ccccc4s3)o2)c1 returned MEX-5 binding 6.1, pPAFAH FP inh 4, BCLXL inh 1, GLD-1 RNA inh 0, Fam108B counter -6, AHR activator 20, MCL1-BIM inh -12, PME-1 inh 0 and PAFAH1B2 FP inh 3.
`CC(C)CCOC(=O)C[N+](C)(C)CCOC1CC2CCC1(C)C2(C)C` (stereo unspecified) gave MEX-5 binding 4.0, pPAFAH FP inh 1, BCLXL inh 8, GLD-1 RNA inh 2, Fam108B counter 12, AHR activator 0, MCL1-BIM inh -2, PME-1 inh -2 and PAFAH1B2 FP inh 7.
Screening CCCCOc1ccc(/C=C(\C(=O)O)c2ccc(S(=O)(=O)N3CCCC3)s2)cc1 returned pPAFAH FP inh 11, GLD-1 RNA inh 6, AHR activator 0 and PAFAH1B2 FP inh 9.
Screening CC1CCCN(C(=O)CSc2nnc(-c3ccc(O)cc3)o2)C1 (stereo unspecified) returned MEX-5 binding -0.9, pPAFAH FP inh 5, BCLXL inh 5, GLD-1 RNA inh -9, Fam108B counter 3, AHR activator -2, MCL1-BIM inh 3, PME-1 inh 3 and PAFAH1B2 FP inh 2.
O=C(NCCc1ccccc1)c1c(F)cccc1F was read as MEX-5 binding -1.5, pPAFAH FP inh 3, BCLXL inh -3, GLD-1 RNA inh 6, Fam108B counter -2, AHR activator 3, MCL1-BIM inh 2, PME-1 inh -5 and PAFAH1B2 FP inh 3.
Screening COc1ccc(Cc2nc3ccccc3n2CC(=O)N/N=C/c2ccc(C)cc2O)cc1OC returned MEX-5 binding -0.9, pPAFAH FP inh 5, BCLXL inh -9, GLD-1 RNA inh -1, Fam108B counter -7, AHR activator 0, MCL1-BIM inh -3, PME-1 inh -7 and PAFAH1B2 FP inh 2.
Screening COC(=O)c1cc(OC)c(OC)cc1NC(=O)c1ccc(Br)o1 returned MEX-5 binding -2.0, pPAFAH FP inh 7, BCLXL inh 5, GLD-1 RNA inh -2, Fam108B counter -1, AHR activator 26, MCL1-BIM inh -2, PME-1 inh -10 and PAFAH1B2 FP inh -5.
`Cc1ccc(C)c(NC(=O)C2Cc3ccccc3CN2C(=O)OCc2ccccc2)c1` (stereo unspecified) gave MEX-5 binding -2.4, pPAFAH FP inh 6, BCLXL inh 1, GLD-1 RNA inh 4, Fam108B counter 1, AHR activator 1, MCL1-BIM inh -11, PME-1 inh -3 and PAFAH1B2 FP inh 7.
For O=C(N/N=C/c1c(O)n(-c2ccc(Cl)cn2)c(=O)c2ccccc12)C1CC1 the results were MEX-5 binding -2.4, pPAFAH FP inh 4, BCLXL inh -7, GLD-1 RNA inh -9, Fam108B counter 5, AHR activator 38, MCL1-BIM inh -22, PME-1 inh 0 and PAFAH1B2 FP inh 2.
For COc1cc(C(=O)NC(=S)Nc2ccccc2N2CCCC2)cc(OC)c1OC the results were MEX-5 binding 3.2, pPAFAH FP inh 2, BCLXL inh 5, GLD-1 RNA inh -2, Fam108B counter -4, AHR activator 18, MCL1-BIM inh 7, PME-1 inh 9 and PAFAH1B2 FP inh 0.
Screening COC(=O)C(C)Oc1ccc2c3c(c(=O)oc2c1)CCCCC3 (stereo unspecified) returned MEX-5 binding 1.3, pPAFAH FP inh 28*, BCLXL inh 1, GLD-1 RNA inh 4, Fam108B counter 2, AHR activator 0, MCL1-BIM inh 7, PME-1 inh -1 and PAFAH1B2 FP inh 1.
CCOc1ccc(N(CC(=O)Nc2cc(C)ccc2C)S(=O)(=O)c2c(C)[nH]c(=O)[nH]c2=O)cc1 was read as MEX-5 binding 0.2, pPAFAH FP inh 6, BCLXL inh 5, GLD-1 RNA inh -10, Fam108B counter -4, AHR activator -3, MCL1-BIM inh 0, PME-1 inh 0 and PAFAH1B2 FP inh 1.
`Cc1cc(C(=O)NN=C2C3CC4CC(C3)CC2C4)c2ccccc2n1` gave MEX-5 binding 2.9, pPAFAH FP inh 11, BCLXL inh 2, GLD-1 RNA inh 5, Fam108B counter -4, AHR activator 5, MCL1-BIM inh 7, PME-1 inh 0 and PAFAH1B2 FP inh 1.
Screening CC(CC1C(C#N)=C(N)OC2=C1C(=O)CCC2)c1ccccc1 (stereo unspecified) returned MEX-5 binding 0.1, pPAFAH FP inh 1, BCLXL inh 0, GLD-1 RNA inh -2, Fam108B counter -1, AHR activator 4, MCL1-BIM inh -5, PME-1 inh -2 and PAFAH1B2 FP inh 3.
`CCCCNC(=O)c1ccc2c(c1)N(CC)C(=O)CS2` gave MEX-5 binding 0.4, pPAFAH FP inh 6, BCLXL inh 5, GLD-1 RNA inh 3, Fam108B counter 0, AHR activator 15, MCL1-BIM inh -2, PME-1 inh 1 and PAFAH1B2 FP inh 1.
For CC(NC(=O)c1ccco1)c1ccc2c(c1)OCO2 (stereo unspecified) the results were MEX-5 binding -0.7, pPAFAH FP inh -2, BCLXL inh -2, GLD-1 RNA inh 0, Fam108B counter 3, AHR activator -2, MCL1-BIM inh -7, PME-1 inh 7 and PAFAH1B2 FP inh 2.

Compound activity as filed in PubChem.
